Rv3671c protease – inhibits the M. tuberculosis serine protease Rv3671c; AID 2606; P9WHR9; 320,000 tested, 0.048% active; inhibition, % at 5.96 µM; in the data active = inhibition above about 38%;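 also: extracellular domain of Rv3671c used as enzyme; 0% = enzyme with DMSO and 100% = no enzyme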
Target sequence (P9WHR9 whole entry, looked up, the tested form may be a part): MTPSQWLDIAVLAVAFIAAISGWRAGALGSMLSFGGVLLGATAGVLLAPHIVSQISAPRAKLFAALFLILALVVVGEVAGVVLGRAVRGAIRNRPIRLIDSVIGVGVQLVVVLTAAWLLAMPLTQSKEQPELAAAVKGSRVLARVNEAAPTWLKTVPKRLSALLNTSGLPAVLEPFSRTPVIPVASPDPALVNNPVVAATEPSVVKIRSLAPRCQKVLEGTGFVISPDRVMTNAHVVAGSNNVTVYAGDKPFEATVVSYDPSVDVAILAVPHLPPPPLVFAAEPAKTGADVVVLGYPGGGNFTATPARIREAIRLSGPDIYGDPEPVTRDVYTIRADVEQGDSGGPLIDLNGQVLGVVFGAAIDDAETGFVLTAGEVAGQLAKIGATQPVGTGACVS
Mtb BioA inh – BioA (M. tuberculosis) enzyme inhibition | purified M. tuberculosis BioA enzyme, plate reader | inhibition, % at 9.99 µM | 360,000 tested, 0.096% active | AID 602481; in the data active = inhibition above about 40%
SARS 3CLpro inh – SARS-CoV 3CLpro protease inhibition | AID 1706 | recombinant SARS-CoV 3CLpro, quenched FRET peptide cleavage | P0C6X7 | 290,000 tested, 0.14% active | inhibition, % at 6 µM; in the data active = inhibition above about 12%
Vc quorum ag – induces V. cholerae light production without autoinducers; V. cholerae BH1578 lux reporter, luminescence, 6 h; activation, % at 18.7 µM; 350,000 tested, 0.16% active; in the data active = activation mostly above about 9.7%, no sharp cut-off; also: not every result past the cut was called active; inactives centre near 0; reference of the scale not given here
Mtb UGM inh – Mtb UDP-galactopyranose mutase inhibition | P9WIQ1 | purified UGM, fluorescence polarization probe displacement | inhibition, % at 10 µM | 320,000 tested, 0.06% active | AID 504406; in the data active = inhibition above about 10%, passing the limit was not always enough
VHR inh abs – blocks human VHR1 dual specificity phosphatase; recombinant VHR phosphatase, pNPP absorbance; AID 1654; 290,000 tested, 0.52% active; inhibition, % at 13.3 µM; in the data active = inhibition above about 50%; also: some compounds called inactive have numbers as strong as hits
Target sequence (P51452 whole entry, looked up): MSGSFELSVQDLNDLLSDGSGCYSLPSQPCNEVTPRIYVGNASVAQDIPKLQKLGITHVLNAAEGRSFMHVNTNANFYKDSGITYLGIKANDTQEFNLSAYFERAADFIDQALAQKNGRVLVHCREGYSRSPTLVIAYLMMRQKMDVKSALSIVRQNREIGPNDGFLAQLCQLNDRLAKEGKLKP
MazF activator – increases E. coli MazEF RNase cleavage of RNA. FAM/BHQ RNA-DNA oligo cleavage fluorescence, 5 h. activation, % at 20 µM. 350,000 tested, 0.32% active. AID 504720; in the data active = activation above about 50%
FBA Mtb inh – inhibitors of M. tuberculosis fructose-bisphosphate aldolase. purified M. tuberculosis FBA, fluorescence read-out. 360,000 tested, 2.3% active. inhibition, % at 1 µM. AID 588726; in the data active = inhibition above about 27%;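 also: 0% = vehicle and 100% = reference inhibitor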
Target sequence (P9WQA3 whole entry, looked up): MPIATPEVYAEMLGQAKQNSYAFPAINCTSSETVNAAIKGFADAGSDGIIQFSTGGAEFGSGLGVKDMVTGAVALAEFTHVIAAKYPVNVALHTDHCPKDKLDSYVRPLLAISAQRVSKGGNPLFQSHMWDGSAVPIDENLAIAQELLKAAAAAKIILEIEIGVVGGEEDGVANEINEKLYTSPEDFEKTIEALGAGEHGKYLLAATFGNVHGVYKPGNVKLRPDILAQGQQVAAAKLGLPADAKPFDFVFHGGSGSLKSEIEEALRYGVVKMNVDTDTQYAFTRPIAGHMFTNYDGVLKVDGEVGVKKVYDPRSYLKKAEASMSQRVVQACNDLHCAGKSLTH
SSB-PriA inh – inhibitors of Klebsiella pneumoniae PriA binding to SSB C-terminal tail. 430,000 tested, 0.6% active. AlphaScreen SSBct-PriA binding, biotinylated peptide. inhibition, % at 33 µM; in the data active = inhibition mostly above about 37%, no sharp cut-off; inactive = mostly below about 20%;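 also: plate controls were negative control peptide for no effect and reference peptide for full effect; strong numbers were not always called active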
GDH-TPI inh – GDH-TPI coupled enzyme inhibition counter-screen; GDH-TPI coupled enzyme counterscreen, NADH absorbance; inhibition, % at 4.8 µM; 360,000 tested, 1.2% active; in the data active = inhibition above about 30%;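 also: 0% = DMSO wells and 100% = wells lacking the enzyme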
* = called active by the depositor; i = inactive; / = no result given; & = joins results of further samples. Not all compounds are listed; count on the stated rates, not on these rows.

SMILES	Rv3671c protease	Mtb BioA inh	SARS 3CLpro inh	Vc quorum ag	Mtb UGM inh	VHR inh abs	MazF activator	FBA Mtb inh	SSB-PriA inh	GDH-TPI inh
COc1cccc(C(=O)NC(=S)NCc2ccco2)c1	-9	3.5	-7	1.8	3.0	-17	7	-6	0	9
Cc1ccc(-c2nnc(-c3ccc(NC(=O)c4cccs4)cc3)o2)cc1	-4	-0.6	0	-0.5	-0.4	14	-2	1	7	2
COc1ccc(OC)c(/C=N/NC(=O)CCc2n[nH]c(=O)[nH]c2=O)c1	-9	/	2	-5.6	0.9	-7	3	60*	/	13
CCc1nc(C)cn1S(=O)(=O)c1cc(C)c(OC)c(C)c1C	3	-2.3	-2	-0.2	2.5	0	-3	-1	-11	-12
O=C(Nc1nc2ccccc2[nH]1)c1ccccc1F	-4	0.5	7	i	-1.0	26	-33	-4	-4	10
Cc1ccc(-c2csc3nnc(SCC(=O)NCc4ccco4)n23)cc1	-1	1.1	-1	-0.4	0.3	13	5	3	-9&31&-14	5
CCSc1nc(C(F)(F)F)cc(=O)n1-c1ccccc1	1	0.4	2	7.7	4.3	33	-3	0	-6	-8
Cc1nc2ccccc2n1CC(=O)NCCN1CCCC1	-6	-1.8	-4	-1.0	-3.1	18	4	-1	6	1
CCCC1=Nc2cc(C(=O)N3CCC(C(=O)OCC)CC3)ccc2Sc2ccccc21	-9	-1.1	3	i	0.9	10	-5	-7	15	1
Cc1cccc(NC(=O)CSc2nnc(-c3ccco3)n2CC2CCCO2)n1 (centres undefined)	11	/	3	i	-2.9	18	9	3	0	-2
COC(=O)c1sccc1-n1cccc1C(=O)NCc1ccccc1	-7	-1.9	0	-0.8	0.5	3	1	-1	-4	-9
CCC(Oc1ccc2c(=O)c(-c3ccccc3OC)coc2c1)C(=O)OCc1ccccc1 (centres undefined)	-12	/	2	-0.3	-2.2	-2	-6	-5	-2	3
CCc1ccc(Cn2nnc(C(=O)Nc3cccc(C)c3)c2N)cc1	1	-0.5	1	-0.2	1.9	-21	4	-1	1	9
O=C(Cc1ccc(Br)cc1)Nc1ccc(S(=O)(=O)NCC2CCCO2)cc1 (centres undefined)	-19	/	1	1.4	1.6	12	10	2	-8	0
O=C(NNC(=S)Nc1ccc(Br)cc1Cl)c1ccco1	-9	/	5	i	3.6	-18	-6	3	11	13
CCN(CC)c1ccc(S(=O)(=O)N2CCOCC2)cc1NS(C)(=O)=O	-6	-1.5	-3	-0.5	1.8	14	4	2	3	0
CCOC(=O)C(C)n1cnc2c(nnn2-c2ccc(F)cc2)c1=O (centres undefined)	7	-1.0	-6	-0.2	1.5	21	-2	-2	-2	-8
COc1ccc(/C=C2/C(=O)N(c3ccccc3)N=C2C)cc1	-155	-0.5	/	-0.7	-0.4	/	3	3	4	-1
CCOC(=O)NC(c1ccccc1)C1CCCCC1=O (centres undefined)	10	-4.7	-4	i	-4.0	10	9	4	-1	-1
COc1ccc(CC(=O)N/N=C/C=C/c2cccc([N+](=O)[O-])c2)cc1OC	-2	5.5	2	i	-0.1	-22	9	-3	i	4
O=c1c2c3c(sc2nc2sc(CN4CCOCC4)cn12)CCCC3	/	-1.3	-1	i	/	-1	7	4	-3&-18	3
CC(=O)NC1C(=O)N(CCN2CCOCC2)c2ccc(Cl)cc21 (centres undefined)	/	2.2	13*	-5.6	-1.3	20	2	0	-9	-8
Brc1cnc2nc[nH]c2c1	-4	0.6	3	-0.4	-1.0	2	5	1	-2	-4
O=C(Nc1ccc2c(c1)OCO2)N1CCCc2ccccc21	6	1.3	2	-0.3	0.3	-4	9	2	8	-1
Cc1nc2ncnn2c(C)c1CCC(=O)NCc1ccco1	-8	-2.8	1	-0.4	-0.5	18	13	-2	-22	-7
Other compounds follow.
SMILES	Rv3671c protease	Mtb BioA inh	SARS 3CLpro inh	Vc quorum ag	Mtb UGM inh	VHR inh abs	MazF activator	FBA Mtb inh	SSB-PriA inh	GDH-TPI inh
O=C(NC1CC1)C1=C[C@H](c2ccc(Br)cc2)C[C@H](OCc2ccc(CO)cc2)O1	8	1.2	/	i	0.1	22	-1	-1	-5	8
Cc1cc(C(=O)Nn2cnc3ccccc3c2=O)ccc1[N+](=O)[O-]	5	/	6	1.7	-2.1	-6	6	3	-1	3
NC(=O)NC(=O)COC(=O)c1ccc(OC(F)F)cc1	3	/	3	-0.5	0.3	6	2	-4	-2	0
Cc1cc(C)c(OCC(=O)OCC(=O)NCCC2=CCCCC2)c(C)c1	-9	0.3	/	i	3.2	/	-5	-2	-21	-6
CCN(CC)c1nc(C)nc2c1cnn2CCc1ccccc1	-4	4.6	-4	/	-0.8	25	7	0	-23	-9
Nc1cccc(C2=Nc3cccc4cccc(c34)N2)c1	-4	/	-1	-3.4	-0.8	1	13	-4	18	6
C/C(=N\NC(=O)CCC(=O)Nc1ccc(C)c(C)c1)c1cccs1	1	/	0	-0.4	1.0	18	4	-1	/	3
CCOc1cc(N2CCOCC2)c(OCC)cc1NC(=O)c1c(-c2ccccc2)noc1C	-7	0.4	/	-0.3	3.8	/	1	2	35	2
CCc1nnc(NC(=O)CSc2nnc(Cc3cc(=O)[nH]c(=O)[nH]3)n2-c2cccc(OC)c2)s1	2	/	-3	i	1.9	4	2	0	1	3
C/C(=N\NC(=O)c1cccc(Cl)c1)c1cccc(NC(=O)c2ccco2)c1	-1	/	3	i	1.3	16	3	-5	/	4
CCOC(=O)c1oc2c(CN3CCN(C)CC3)c(O)ccc2c(=O)c1-c1ccccc1OC	3	-1.8	-3	-0.3	-2.2	8	-2	-4	-10	15
CC1(C)CC(=O)C2=C(C1)OC(N)=C(C#N)C2c1cn(-c2ccccc2)nc1-c1ccccc1 (centres undefined)	-4	0.3	8	-0.5	-0.5	5	-6	2	8	-10
CCOc1ccc(C(=O)NC(=S)NCCCN2CCOCC2)cc1	1	0.3	0	-0.8	0.2	23	-13	-1	-1	8
COc1ccc(C=NN=C2c3ccccc3-c3ccccc32)cc1OC	/	/	/	i	/	/	-1	1	-9	17
Cc1cccc(NC(=O)C2C3C=CC(O3)C2C(=O)O)c1C (centres undefined)	6	-3.6	-1	i	1.7	0	-1	3	-5	5
COc1ccc(N=Cc2ccccc2O)cc1	/	-2.2	/	-4.3	/	/	-3	-3	-2	4
COc1ccc2[nH]cc(C(O)CN3CCC(C(N)=O)CC3)c2c1 (centres undefined)	1	0.0	3	-14	0.3	27	-2	0	-2	3
COc1ccc2c(c1)CC(C(=O)Nc1ccc(Cl)cc1)/C(=N/O)O2 (centres undefined)	/	-0.8	3	i	3.1	-2	2	-4	/	0
O=C(c1cccn2c(=O)c3cc(Cl)ccc3nc12)N1CCC2(CC1)OCCO2	-3	0.9	1	-0.4	1.2	15	4	34*	-2	21
CCOc1ccccc1N1CCN(CC(=O)Nc2nc(C)c(C(=O)N(C)C)s2)CC1	4	1.9	-1	i	1.0	-5	2	0	-14	10
Cc1cc(C)n2cc(CSc3nnnn3-c3ccccc3)nc2n1	4	2.4	-2	0.1	0.9	17	-7	0	-21	-7
O=C(Nc1nnc(SCc2ccc(F)cc2)s1)c1cccnc1Cl	2	5.2	3	0.3	-1.0	-5	0	-3	-9	3
Cc1ccccc1Oc1ccc2c(c1)[C@@H]1C[C@H](N(C)C(=O)c3cccnc3)[C@H]([C@H](C)O)C(=O)N1CC2	/	-2.1	/	0.6	/	/	12	3	/	2
N#Cc1ccc(/C=N/NC(=O)c2ccccc2F)cc1	0	/	-1	-0.4	0.1	19	-8	5	/	2
CC1(C(=O)NS(=O)(=O)c2ccccc2C(F)(F)F)CCN1C(=O)C1CCCCC1 (centres undefined)	/	-0.7	/	i	/	/	/	0	/	11
O=C(CNC(=S)N(Cc1ccc(F)cc1)C1CCCCC1)NCC1CCCO1 (centres undefined)	3	/	0	i	-0.2	-6	7	-1	-8	1
Cc1nc2ccc(NC(=S)NC3CC3)cc2nc1C	-2	-1.4	-1	-0.2	0.0	-5	2	2	-6	6

Structures shown so far containing two or more sulfur atoms, in the order listed:
SMILES	Rv3671c protease	Mtb BioA inh	SARS 3CLpro inh	Vc quorum ag	Mtb UGM inh	VHR inh abs	MazF activator	FBA Mtb inh	SSB-PriA inh	GDH-TPI inh
Cc1ccc(-c2csc3nnc(SCC(=O)NCc4ccco4)n23)cc1	-1	1.1	-1	-0.4	0.3	13	5	3	-9&31&-14	5
CCN(CC)c1ccc(S(=O)(=O)N2CCOCC2)cc1NS(C)(=O)=O	-6	-1.5	-3	-0.5	1.8	14	4	2	3	0
O=c1c2c3c(sc2nc2sc(CN4CCOCC4)cn12)CCCC3	/	-1.3	-1	i	/	-1	7	4	-3&-18	3
CCc1nnc(NC(=O)CSc2nnc(Cc3cc(=O)[nH]c(=O)[nH]3)n2-c2cccc(OC)c2)s1	2	/	-3	i	1.9	4	2	0	1	3
O=C(Nc1nnc(SCc2ccc(F)cc2)s1)c1cccnc1Cl	2	5.2	3	0.3	-1.0	-5	0	-3	-9	3

One compound at a time, from the list above.
C/C(=N\NC(=O)CCC(=O)Nc1ccc(C)c(C)c1)c1cccs1 as listed: Rv3671c protease: 1; Mtb BioA inh: /; SARS 3CLpro inh: 0; Vc quorum ag: -0.4; Mtb UGM inh: 1.0; VHR inh abs: 18; MazF activator: 4; FBA Mtb inh: -1; SSB-PriA inh: /; GDH-TPI inh: 3
COc1ccc(N=Cc2ccccc2O)cc1 as listed: Rv3671c protease: /; Mtb BioA inh: -2.2; SARS 3CLpro inh: /; Vc quorum ag: -4.3; Mtb UGM inh: /; VHR inh abs: /; MazF activator: -3; FBA Mtb inh: -3; SSB-PriA inh: -2; GDH-TPI inh: 4

A different layout for part of the listing above.
> Cc1cc(C(=O)Nn2cnc3ccccc3c2=O)ccc1[N+](=O)[O-]
  Rv3671c protease = 5 | Mtb BioA inh = / | SARS 3CLpro inh = 6 | Vc quorum ag = 1.7 | Mtb UGM inh = -2.1 | VHR inh abs = -6 | MazF activator = 6 | FBA Mtb inh = 3 | SSB-PriA inh = -1 | GDH-TPI inh = 3
> NC(=O)NC(=O)COC(=O)c1ccc(OC(F)F)cc1
  Rv3671c protease = 3 | Mtb BioA inh = / | SARS 3CLpro inh = 3 | Vc quorum ag = -0.5 | Mtb UGM inh = 0.3 | VHR inh abs = 6 | MazF activator = 2 | FBA Mtb inh = -4 | SSB-PriA inh = -2 | GDH-TPI inh = 0
